# Screening results (PubChem)
# 12-LOX inh: Primary qHTS assay for inhibitors of human arachidonate 12S-lipoxygenase (ALOX12): Round 2. Polyunsaturated fatty acid lipoxygenase ALOX12 (Homo sapiens), P18054. purified 12hLO, xylenol orange hydroperoxide absorbance. Potency, µM (highest dose often 108 µM), inactives show at the top dose activity change, negative = inhibition, most hits filed as inhibitors. 580,000 tested, 1.1% active; active means well fitted inhibition curve with a large enough effect; inconclusive means small, poorly fitted or top-dose-only effect, or another doubt; inactive means no such curve, though single readings can be large or run the other way
# Target sequence (P18054 whole entry, looked up): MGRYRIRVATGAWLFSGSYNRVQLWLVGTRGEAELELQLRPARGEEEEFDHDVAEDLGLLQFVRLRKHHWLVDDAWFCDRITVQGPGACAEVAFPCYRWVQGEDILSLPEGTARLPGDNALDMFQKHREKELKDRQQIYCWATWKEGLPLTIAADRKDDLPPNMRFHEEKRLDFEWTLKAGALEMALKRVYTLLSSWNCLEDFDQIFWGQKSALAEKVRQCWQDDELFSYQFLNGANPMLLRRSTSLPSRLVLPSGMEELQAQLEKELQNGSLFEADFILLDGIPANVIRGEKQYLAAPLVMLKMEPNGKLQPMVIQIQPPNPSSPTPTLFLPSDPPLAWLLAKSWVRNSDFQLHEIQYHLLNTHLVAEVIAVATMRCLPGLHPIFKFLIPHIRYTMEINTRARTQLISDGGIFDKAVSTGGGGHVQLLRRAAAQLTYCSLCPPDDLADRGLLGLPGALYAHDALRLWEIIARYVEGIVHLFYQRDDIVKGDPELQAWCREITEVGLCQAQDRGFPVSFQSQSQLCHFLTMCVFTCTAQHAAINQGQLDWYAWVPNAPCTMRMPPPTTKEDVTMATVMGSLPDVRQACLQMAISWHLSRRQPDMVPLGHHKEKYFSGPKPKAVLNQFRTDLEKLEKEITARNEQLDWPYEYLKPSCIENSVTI
#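 Purified human 12hLO at 150 nM in 25 mM Hepes, 0.01% Triton X-100, pH 7.0, preincubated 15 min at room temperature with compound. Reaction started with 40 uM arachidonic acid, 30 min at room temperature. Hydroperoxide measured by Fe-xylenol orange, 573/405 nm absorbance ratio.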
# * marks the source's active call; other numbers are inactive results; u = inconclusive; [ ] = remark or other dose. On the % scale 0 is the no-effect control and ±100 the full control effect; potency means the concentration at half of the fitted maximal effect. These rows are one share of the data, so the mix of outcomes need not match the whole.
12-LOX inh	SMILES
14%	O=C1CCN(Cc2cccn2-c2ccccn2)CCN1Cc1ccccc1C(F)(F)F
5.6µM*	CC(C)COc1ccc(C(=O)OCC[N+]2(C)CCOCC2)cc1
u	Cc1c(C)n(-c2cccc(F)c2)c2ncnc(Cl)c12
-2%	COc1ccccc1NC(=O)Cn1ccc2c(Cl)cccc21
u	CCOCCn1c(N2CCC(C)CC2)nc2c1c(=O)[nH]c(=O)n2C
38%	O=C(NCC1CC1)c1cccc(OC2CN(Cc3cccc(F)c3)C2)c1
-18%	Cc1ccccc1COc1ccc(C=O)cc1
5%	CCc1nc2c(c(-c3ccc(O)cc3)n1)CCN(Cc1cccn1C)CC2
5%	COc1ccc(-c2ccc3c(n2)CCCN3S(=O)(=O)c2ccc(OC)cc2)cc1
-4%	COc1cccc(CC(=O)NC2CCN(c3ccc(C)cc3)C2=O)c1 (stereo unspecified)
u	C/C=C/C=C/C(=O)NC(C)c1cc(F)ccc1F (stereo unspecified)
u	CN1CCC(C(=O)N2Cc3ccccc3CC3(CCCCN3CC3CCNCC3)C2)CC1 (stereo unspecified)
-22%	COC(=O)C1=C(C)N(C)C(=NCc2ccc(C(F)(F)F)cc2)NC1c1cccc(Cl)c1 (stereo unspecified)
64%[activator]	Cn1nc(C(=O)NC2CCCc3ccccc32)c2ccccc2c1=O (stereo unspecified)
41%[activator]	CC(C)c1cc(CN(C)C(=O)CN2C(=O)COc3cccnc32)on1
12%	CC(C)(C)c1nc2cc(NC(=O)c3n[nH]c(=O)c4ccccc34)ccc2o1
0%	Cc1ccsc1CN(C(=O)c1ccc(F)cc1)C1CCS(=O)(=O)C1 (stereo unspecified)
41%	Cc1cc(C)n(-c2nnc(SCC(=O)Nc3ccccc3C)n2N)n1
u	COc1ccc(Nc2nc3ccccc3nc2NS(=O)(=O)c2ccc(Cl)s2)cc1
u	Cc1ccccc1-c1nc(CNC(=O)Nc2ccc(Cl)cc2)c(C)o1
u	N#Cc1ccc(OCCOC(=O)c2c(F)cccc2F)cc1
u	COc1ccc(-c2cc(-c3ccccc3O)cn3cncc23)cc1
u	Cc1ccc(SCC(=O)NC(C)(C#N)C2CC2)cc1C (stereo unspecified)
-14%[176 µM]	Cc1ccc2c(c1)N1C(=O)OC[C@@H]1CCN(C(=O)c1ccno1)C2
-23%	CCN(CC)C(=O)[C@@H](C)C1CC[C@@]2(C)CC[C@H](NC(=O)c3ccc(OC)cc3)[C@@H](C)[C@@H]2[C@H]1O (stereo partly specified)
14%	CCc1ccc(N2CC(c3nc4ccccc4n3CCN3CCOCC3)CC2=O)cc1 (stereo unspecified)
12%	CC(C)N1C(=O)C2(CCCC2)C1C(=O)N1CCCCC1 (stereo unspecified)
-4%	COc1ccc(-c2cc(C(=O)N3CCOC(C)C3)c3ccccc3n2)cc1OC (stereo unspecified)
11%	O=C1NCCCCCCN(S(=O)(=O)c2ccc3c(c2)OCCO3)[C@H]2CCC[C@@H]12
15%	COc1cccc(N2CCN(c3nc(C(=O)NCc4cccc(C)c4)cs3)CC2)c1
0%	CC(=O)CC1c2cc(F)ccc2C=C(c2ccsc2)N1c1ccc(C#Cc2cncn2C)cc1 (stereo unspecified)
-7%[176 µM]	COC[C@@H]1OC[C@@]2(C)C3CC[C@@H](O)[C@@H](CC(=O)N4CCC(C)CC4)[C@]3(C)CC[C@H]2O1 (stereo partly specified)
u	COc1ccc(NC(=O)Cc2c(C)c3c(O)cc(C)cc3oc2=O)cc1OC
110%[activator]	O=C(NCC1(c2ccccc2F)CCCC1)[C@H]1CCC[C@@H](O)C1
-1%	CCN1c2cc(C(=O)NCc3ccccc3OC)ccc2C(=O)N2CCCCC21 (stereo unspecified)
61%[activator]	CCCCN1C(=O)C2(CCN(C(=O)CC(C)(C)C)CC2)Nc2ccccc21
u	O=C(COC(=O)c1n[nH]c2ccccc12)Nc1ccc(OC(F)(F)F)cc1
-5%	CCOc1cc(=O)n2c(c1C(=O)Nc1ccc(C(=O)OC)cc1)CCCC2
-26%[176 µM]	COCCn1cnc2ccc(-c3cccc(O)c3)nc2c1=O
0%	COc1cccc(Nc2ncc3nc(C)c(=O)n(CCC#N)c3n2)c1
-6%	CC1=C(C(=O)NCCc2c[nH]c(=O)[nH]c2=O)C(c2cccnc2)NC(=O)N1 (stereo unspecified)
57%[activator]	O=C([C@@H]1C[C@H](Oc2ccccc2)CN1C(=O)CCc1c[nH]c2ccccc12)N1CCOCC1
7%[12.5 µM]	NCc1ccc(-c2ccc(F)cc2)cc1
5%	Cc1c(CN2CCCC23CCN(c2ccc(C(F)(F)F)cn2)CC3)cc(C#N)n1C
-11%	Cc1oc2ccn(Cc3cccc(F)c3)c(=O)c2c1C(=O)NC1CCCC1
13%[176 µM]	CN(C)c1ccc2nnc(-c3cc(C(=O)Nc4cccc(Cl)c4)ccn3)n2n1
-9%	O=C(CCc1ncc(-c2ccc(F)cc2F)o1)N1CCN(S(=O)(=O)c2cccc(Cl)c2)CC1
-6%	Cc1cc(C)cc(NC(=O)Cn2c(N3CCOCC3)nc(C)cc2=O)c1
13%	COCC1CN(C(=O)Cc2c[nH]c3ccccc23)CC12CCOCC2 (stereo unspecified)
5%	CCN(CC(=O)N1c2ccccc2SCC1c1ccccc1)Cc1nc2ccccc2c(=O)[nH]1 (stereo unspecified)

# New compounds follow
12-LOX inh	SMILES
52%[activator]	CN(CC(=O)N1CCCC(Cc2nncn2-c2ccccc2)C1)S(=O)(=O)c1cccs1 (stereo unspecified)
42%[activator]	O=C(Nc1ccc(F)cc1F)C1CN(S(=O)(=O)c2cccnc2)CC12CCCCC2 (stereo unspecified)
52%[activator]	CN(C)C[C@@H]1CN(c2ncccn2)C[C@H]1NC(=O)c1cccn1C
-50%	Clc1ccc(CN2CCCC2)cc1
-5%	O=c1c(-c2cccnc2)nc2ccccc2n1C(c1ccccn1)c1nc2ccccc2[nH]1 (stereo unspecified)
25%[176 µM]	O=C(c1ccc(-c2ncc3cnc(C4=CCOCC4)cn23)cc1)N1CC[S+](=O)([O-])CC1
81%[activator]	CCn1nccc1C(=O)N1CC[C@H]2C(=O)NCCCCCCN(Cc3ccncc3)[C@@H]2C1
23%[176 µM]	COC[C@H]1CCCN1Cc1nc(C2(O)CCN(CCC(C)C)CC2)cs1
6%[176 µM]	O=C(NC[C@H]1O[C@@H](CC(=O)N2CCOCC2)[C@H](O)[C@@H]1O)Nc1cccc(F)c1
-2%	Cc1cc(C)cc(N2CCC(NC(=O)c3cc(F)cc(F)c3)C2=O)c1 (stereo unspecified)
-1%[6.33 µM]	O=C1NC(=NC2CCCC2)C2(CCN(Cc3ccncc3)C2)N1c1cccnc1 (stereo unspecified)
-1%[6.33 µM]	CN1C(=O)c2ccccc2CC12CN(C(=O)c1ccc(Cl)cc1)C2
16%	COc1ccc(CNC(=O)Cn2nc(-c3ccc(OC)c(OC)c3)ccc2=O)cc1OC
57%[activator][176 µM]	Cc1ccc(C(=O)N[C@@H]2C=C(C(=O)NCCC(N)=O)C[C@@H](O)[C@@H]2O)cc1
-22%	CCCCCCn1c(COc2ccccc2F)nnc1SCc1ccc(C(C)(C)C)cc1
u	O=C(N[C@H]1CCN2C(=O)c3ccc(Cl)cc3NC(=O)[C@H]12)c1cccs1
14%	CN(CC(=O)OCc1coc(-c2cccs2)n1)S(=O)(=O)c1ccc(F)cc1
-1%[176 µM]	Cc1ccccc1CN1CC[C@H](c2nnc(-c3ccc(N(C)C)cc3)o2)C1
12%	COc1ccc(OC)c2[nH]c(C(=O)NCCC(=O)Nc3ccc4c(c3)OCCO4)cc12
u	N#CC1=C(N)Oc2n[nH]c(-c3ccccc3)c2C12C(=O)N(Cc1cccc(F)c1)c1ccccc12 (stereo unspecified)

# Three records drawn at random from those above, as already listed:
12-LOX inh	SMILES
-50%	Clc1ccc(CN2CCCC2)cc1
-11%	Cc1oc2ccn(Cc3cccc(F)c3)c(=O)c2c1C(=O)NC1CCCC1
61%[activator]	CCCCN1C(=O)C2(CCN(C(=O)CC(C)(C)C)CC2)Nc2ccccc21

# Later entries:
12-LOX inh	SMILES
-15%	CC(C)NC(=O)C1(C#N)C=C1c1ccccc1 (stereo unspecified)
-10%	Cc1ccc(SC(C)C(=O)NC2CCCC2)cc1C (stereo unspecified)
6%[57.4 µM]	O=C(c1cnccn1)N1CCC[C@@]2(CCN(c3ncccn3)C2)C1
19%	COCc1cc(=O)n(CC(=O)Nc2cc(Cl)ccc2OC)c(N2CCOCC2)n1
-24%	O/N=c1/oc2cc3occ(-c4ccc(F)cc4)c3cc2c2c1CCC2
24%	COC(=O)Cc1nnn2c1[C@@H](C)[C@@H](c1ccccc1Br)OC[C@H](C)C2
32%	COc1cc(SC)ccc1C(=O)N[C@H]1C[C@@](O)(C(=O)NCCC(N)=O)C[C@@H](O)[C@@H]1O
-6%	O=C(NNC(=O)C1C2CCCCC21)c1ccccc1Cl (stereo unspecified)
138%[activator]	Cc1ccc(C)c(C(=O)N[C@@H]2CN(Cc3ccccn3)C[C@H]2CN(C)C)c1
-17%	Cc1ccc(NC(=O)Cc2nc(-c3cc(C)n(-c4cc(C)on4)c3C)cs2)c(C)c1

# 12-LOX inh, entries above that show a hit
12-LOX inh	SMILES
5.6µM*	CC(C)COc1ccc(C(=O)OCC[N+]2(C)CCOCC2)cc1

# Look-ups from the results shown.
# Cc1ccc(NC(=O)Cc2nc(-c3cc(C)n(-c4cc(C)on4)c3C)cs2)c(C)c1 @ 12-LOX inh: -17%
# CC(C)NC(=O)C1(C#N)C=C1c1ccccc1 (stereo unspecified) @ 12-LOX inh: -15%

# Next section:
12-LOX inh	SMILES
7%	CC1=C/C(=N/NC(=O)c2cc(C)oc2C)CC1
43%[activator][176 µM]	COC(=O)N1CCCCC12Cc1ccccc1NC2=O (stereo unspecified)
92%[activator]	CCn1nccc1C(=O)N1CCCC2(C1)Nc1cccnc1NC2=NCc1ccccc1 (stereo unspecified)
117%[activator]	CN(C)CC(=O)Nc1ccc2n(c1=O)C[C@H]1C[C@@H]2CN(C(=O)c2ccc(-c3ccccc3)cc2)C1
-11%	COc1ccc(-c2nn3c(=O)c(NC(=O)c4ccccc4C)cnc3o2)cc1
45%[activator]	O=C(NCc1cccnc1-n1cccn1)c1cccc(NC(=O)c2cccnc2)c1
6%	Cc1cc(C)cc(OCC(=O)Nc2cccc(-c3nc4ccccc4o3)c2)c1
-10%[57.4 µM]	CCC(=O)N[C@H]1CC[C@H](C(=O)N(C)c2ccc(-c3nc4ccccc4o3)cc2)C1
u	Cc1ccc(C2NC(=O)N(CC(=O)Nc3ccc(F)c(F)c3)C3=C2C(=O)OC3)cc1 (stereo unspecified)
2%[176 µM]	CN1C(=O)[C@@H]2C[C@@H](CN2C2COC2)Oc2ccccc21
4%	O=C(NCc1ccco1)C1c2ccccc2C(=O)N(C2CCCCC2)C12CCCCC2 (stereo unspecified)
14%[176 µM]	Cn1ccc2c(C(=O)NCc3cccnc3)nc(-c3ccc(N4CCOCC4)cc3)cc21
56%[activator][176 µM]	COC(=O)c1ccc2c(c1)nc1n2[C@@H](CNC2CCC2)COC1
0%	O=C(Nc1ccccc1F)c1nn(Cc2ccccc2)c(=O)c2ccccc12
4%	Cc1ncc2c(c1CNC(=O)CN1C(=O)NC(C)(C)C1=O)CCNC2
54%[activator][176 µM]	CN1CCN(C(=O)c2ccc3nccn3c2)CC1
34%	FC(F)(F)c1cccc(-c2csc(-c3cnccn3)n2)c1
u	Cc1nccn1-c1ccc(NC(=O)[C@H]2O[C@@H](n3ccc(N)nc3=O)[C@H](O)[C@@H]2O)cc1
-9%	CSc1ncccc1C(=O)N1CCOc2ccc(C(C)(O)CCn3cccn3)cc2C1 (stereo unspecified)
-3%	CO[C@H]1C[C@@H](O[C@@H]2/C(C)=C/C[C@@H]3C[C@@H](C[C@]4(CC[C@H](C)[C@@H](C5CCCCC5)O4)O3)OC(=O)[C@@H]3C=C(C)/C(=N/O)[C@H]4OC/C(=C\C=C\[C@@H]2C)[C@]43O)O[C@@H](C)[C@H]1O
26%	Cc1cccc(NC(=O)C2CCN(C(=O)c3ncn4c3COC(c3ccccc3)C4)CC2)c1 (stereo unspecified)
-3%	O=C(NCc1ccccc1)N1CCC(Oc2ncccc2C(=O)N2CCOCC2)C1 (stereo unspecified)
18µM*	Cc1cc2oc(=O)cc(CN3CCCCCC3)c2cc1C(C)C
14%	CCOc1ccc(C(=O)N(C)Cc2cc(Br)ccc2OC)cc1OCC
-10%	COc1ccc(-c2ncc(CN3CCCC4(C3)CN(C)C(=O)O4)cn2)cc1 (stereo unspecified)
4%	O=C(Cc1cscn1)N1CCOc2ccc(CN3CCN(c4ccccn4)CC3)cc2C1
13%	Cc1noc([C@@H]2CNC[C@H]2CO)n1
16%	COCCOC1CCN(S(=O)(=O)c2ccccc2)CC1
42%[activator]	CC1=C[C@@H](CN(C)CCc2ccccn2)[C@H](C(C)C)C[C@H]1Cc1nnc(-c2ccccc2F)o1

# Gathered by group: those above with a cyano group
12-LOX inh	SMILES
u	N#Cc1ccc(OCCOC(=O)c2c(F)cccc2F)cc1
u	Cc1ccc(SCC(=O)NC(C)(C#N)C2CC2)cc1C (stereo unspecified)
0%	COc1cccc(Nc2ncc3nc(C)c(=O)n(CCC#N)c3n2)c1
5%	Cc1c(CN2CCCC23CCN(c2ccc(C(F)(F)F)cn2)CC3)cc(C#N)n1C
u	N#CC1=C(N)Oc2n[nH]c(-c3ccccc3)c2C12C(=O)N(Cc1cccc(F)c1)c1ccccc12 (stereo unspecified)
-15%	CC(C)NC(=O)C1(C#N)C=C1c1ccccc1 (stereo unspecified)
